TDP-43 yeast inh – rescues yeast growth from TDP-43 toxicity | TDP-43 expressing yeast growth rescue, BacTiter-Glo, 24 h | Potency, µM (doses to about 46.1 µM), for inactives: at the highest dose growth rescue (activation), hits mostly activators | hit rate 1.8% among 410,000 | AID 652104; note: % of control where 0% means no effect; nearly all actives have a fitted effect of over 50% in size
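Cell-based yeast growth screen: TDP-43 expression induced in galactose, inoculum OD600=0.02 after raffinose pregrowth to mid-log. Read-out BacTiter-Glo luminescence at 24 hr, 30 deg C; inhibition of toxicity seen as signal increase.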
EPAC1 ag – EPAC1 (human) agonism. Potency, µM (top dose mostly 154 µM), inactives show at the top dose activation, most hits filed as activators. AID 720707. hit rate 0.073% among 360,000. EPAC1 agonist qHTS, biochemical assay; response scale: 100% = response to 6.5 mM cAMP. O95398; note: nearly all actives have a fitted effect of over 60% in size
Target sequence (O95398 whole entry, looked up): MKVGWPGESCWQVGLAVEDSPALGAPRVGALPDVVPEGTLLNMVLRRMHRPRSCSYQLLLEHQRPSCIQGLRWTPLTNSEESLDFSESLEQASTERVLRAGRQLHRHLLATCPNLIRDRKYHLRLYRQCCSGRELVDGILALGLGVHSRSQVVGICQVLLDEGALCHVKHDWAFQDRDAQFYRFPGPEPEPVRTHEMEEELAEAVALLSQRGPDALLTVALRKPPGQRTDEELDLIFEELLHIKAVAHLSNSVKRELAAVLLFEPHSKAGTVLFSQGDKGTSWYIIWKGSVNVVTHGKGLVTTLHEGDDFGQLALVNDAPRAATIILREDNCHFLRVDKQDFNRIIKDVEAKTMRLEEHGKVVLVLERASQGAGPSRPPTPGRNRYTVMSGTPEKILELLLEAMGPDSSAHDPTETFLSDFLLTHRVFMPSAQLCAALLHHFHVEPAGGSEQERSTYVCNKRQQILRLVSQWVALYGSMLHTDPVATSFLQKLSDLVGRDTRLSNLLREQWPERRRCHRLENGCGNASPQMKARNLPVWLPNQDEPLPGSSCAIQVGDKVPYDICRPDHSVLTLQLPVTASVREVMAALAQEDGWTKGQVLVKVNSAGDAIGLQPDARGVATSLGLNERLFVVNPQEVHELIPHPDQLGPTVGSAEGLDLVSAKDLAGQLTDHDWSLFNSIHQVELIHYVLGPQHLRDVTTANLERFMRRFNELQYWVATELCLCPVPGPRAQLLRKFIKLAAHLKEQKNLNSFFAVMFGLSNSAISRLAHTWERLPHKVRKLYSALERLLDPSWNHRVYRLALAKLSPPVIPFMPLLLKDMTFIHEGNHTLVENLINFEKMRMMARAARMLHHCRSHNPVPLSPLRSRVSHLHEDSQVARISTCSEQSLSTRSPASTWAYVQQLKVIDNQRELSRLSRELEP
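Compounds were pinned as a concentration titration into mixtures of EPAC1 (100 nM), BODIPY-GDP-loaded Rap1B (250 nM) and GDP (50 uM). After 5 min at room temperature, fluorescence was followed for 30 min; activity was scaled to 6.5 mM cAMP.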
PTHR1 ag – agonists of human PTHR1 parathyroid hormone receptor; AID 743266; hit rate 0.075% among 410,000; Potency, µM (doses to about 115 µM), for inactives: top-dose activation, hits mostly activators; Q03431; HEK293 GP2 PTHR1 cells, GloSensor cAMP luminescence, 1 h; note: nearly all actives have a fitted effect of over 55% in size; some results filed as inactive show a strong effect at the top dose; inactives centre near -15; many of its hits are not listed in these tables
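HEK-293-derived GP2 cells expressing PTHR1 and a GloSensor cAMP reporter, 3,000/well, plated overnight, given luciferin plus IBMX (each 0.5 mM as added) for 1 h at 37 °C, then compound for 1 h at 37 °C. Luminescence was read after 15 min at room temperature.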
aSyn yeast inh – alpha-synuclein toxicity inhibition in yeast; Yeast expressing alpha-synuclein, growth rescue, BacTiter-Glo, 24 h; Potency, µM (doses to about 46.1 µM), inactives show at the highest dose growth rescue (activation), hits mostly activators; hit rate 0.14% among 370,000; AID 652106; note: % of control where 0% means no effect; nearly all actives have a fitted effect of over 65% in size
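Galactose-induced alpha-syn yeast (OD600=0.02, raffinose-pregrown) + pinned cpd, 24 hr, 30 deg C; growth by BacTiter-Glo luminescence. Growth restoration scores as activation.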
FUS suppressor – rescues growth of FUS-expressing yeast; S. cerevisiae FUS-expressing, growth rescue, OD600, 24 h; Potency, µM (series often up to 76.6 µM), for inactives: at the top dose growth rescue (activation), hits mostly activators; hit rate 0.24% among 390,000; AID 1347120;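 note: plate controls were DMSO vehicle for no effect and reference control for full effect; nearly all actives have a fitted effect of over 55% in size; some results filed as inactive show a strong effect at the top dose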
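Yeast expressing FUS under galactose induction, OD 0.005 in 2% galactose medium; compounds in a dilution series, 24 h at 30C. Growth rescue by absorbance at 600 nm; CP55940 positive control, DMSO negative.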
EPAC2 antag – EPAC2 (human) antagonism; EPAC2 GEF exchange of Rap1B-BODIPY-GDP, fluorescence; AID 720708; Q8WZA2; Potency, µM (series often up to 114 µM), for the others: top-dose activity, negative = inhibition, most hits filed as inhibitors; hit rate 0.18% among 360,000; note: % is set by controls: 0 for no effect and ±100 for the full control effect; nearly all actives have a fitted effect of over 45% in size; many of its hits are not listed in these tables
EPAC1 antag – EPAC1 (human) antagonism; hit rate 0.14% among 360,000; EPAC1 GEF assay, Rap1b-BODIPY-GDP exchange fluorescence; Potency, µM (highest dose often 115 µM), for inactives: at the highest dose activity change, negative = inhibition, actives largely listed as inhibitors; O95398; AID 720709;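 note: plate controls were vehicle for no effect and positive control for full effect; nearly all actives have a fitted effect of over 50% in size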
EPAC2 ag – EPAC2 (human) agonism | EPAC2 activation, biochemical qHTS; response scale: 100% = 6.5 mM cAMP response | Potency, µM (doses to about 154 µM), without a hit: top-dose activation, most hits filed as activators | Q8WZA2 | hit rate 0.079% among 360,000; note: nearly all actives have a fitted effect of over 50% in size
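Compounds were titrated in qHTS against a Rap1B-BODIPY-GDP (250 nM) complex with EPAC2 (100 nM) and GDP (50 uM). BODIPY-GDP release tracked at 480/540 nm over 30 min at room temperature, normalized to 6.5 mM cAMP.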
Starred values were filed as active, the others as inactive; i = inactive; ? = inconclusive; nt = not tested or not shown; & = joins results of further samples; [ ] = another dose, or the depositor's remark. Calls come from the whole dose curve; as a rule, active = well fitted curve in the direction sought with a large enough effect; inconclusive = small, poorly fitted or top-dose-only effect, or another doubt; inactive = no such curve, though single readings can be large; an effect the other way counts as inactive or inconclusive. Potency is the fitted concentration of half-maximal effect. These rows are one share of the data. The share of hits here may be higher or lower than overall.

mol,TDP-43 yeast inh,EPAC1 ag,PTHR1 ag,aSyn yeast inh,FUS suppressor,EPAC2 antag,EPAC1 antag,EPAC2 ag
COC(=O)C1(Cc2cc(-c3ccc([N+](=O)[O-])cc3)no2)CCN(C(=O)OC(C)(C)C)CC1,17%,-1%,-39%[inhibitor],-3%,?,2%,-1%,4%
Cc1cc(C)c2oc(C(=O)NCCc3ccc(S(N)(=O)=O)cc3)cc(=O)c2c1,-13%&9%,-1%,-8%,5%,12%&-13%,-10%,1%,-1%
CCN(CC(=O)Nc1c(F)cccc1F)C(=O)C1CCCN(C(=O)c2ccc(Cl)cc2)C1 (configuration not stated),-9%,6%,-22%,2%,13%,12%,6%,8%
Cc1ccc(CNC(=O)CSc2nc3ccccc3[nH]2)cc1,-27%,-2%,-22%,0%,1%,3%,-10%,-4%
CCCC1C(c2ccc(OC)cc2)C(C#N)(C#N)C2(C#N)CC1(N)NC2=O (configuration not stated),19%,-3%,-42%[inhibitor][57.5 µM],-1%,17%,2%,7%,-8%
CCOC(=O)c1c(C)[nH]c(C)c1C(=O)COC(=O)c1cccnc1OCC,16%,2%,-28%,5%,-15%,5%,9%,-1%
O=C(C=Cc1ccco1)c1ccc2ccccc2c1,0%,17%,-19%,-19%,nt,-3%,-13%,22%
O=S(=O)(c1ccc(F)c(F)c1)N1CCC2(CC1)OCCO2,12%,2%,-37%[inhibitor],8%,-6%,7%,8%,9%
CCC(=O)NC(=S)Nc1ccc(NC(=O)c2ccc([N+](=O)[O-])cc2Cl)cc1,-18%,-13%,i,-2%,nt,1%,-5%,-7%
Nc1cc([N+](=O)[O-])ccc1Nc1ccc(O)cc1,-16%,-6%,-46%,-8%,17%,-4%,-16%,5%
COP(=O)(OC)c1nc(-c2ccccc2)oc1NCc1ccccc1,13%,-7%,-11%,1%,29%,-8%,0%,-2%
Fc1ccccc1OCCCCN1CCCCC1,7%,5%,-20%,0%,-25%,8%,16%,16%
Cc1nnc(SCC(=O)NCC2CCCO2)n1Cc1ccccc1 (configuration not stated),-5%,0%,-10%,6%,9%,-11%,16%,6%
CCCn1cc(CN2CCCC(C(=O)c3cccc(OC(C)C)c3)C2)c(C)n1 (configuration not stated),5%,9%,-8%,1%,-4%,-26%,-7%,8%
Cc1ccc(NC(=O)COC(=O)Cn2cnc3c2c(=O)n(C)c(=O)n3C)cc1Cl,1%,-8%,i,-10%,-2%,10%,-10%,-7%
O=C(NC(=S)Nc1ccccc1Br)c1ccco1,-9%,-6%,-20%,-1%,8%,-9%,?,1%
Cc1ccc(S(=O)(=O)N2CCC(=O)N(CCOC(=O)Nc3cccc(Cl)c3)CC2)cc1,18%,-11%,-19%,1%,?,-20%,-11%,10%
C/C(CCC(C)C)=N\NC(=S)NCc1ccccc1,18%,15%,i,7%,-1%,-24%,-12%,13%
Cn1c(SCC(=O)NCCN2C(=O)CSC2=O)nnc1-c1ccccc1,-8%,-1%,8%,1%,12%,2%,7%,7%
CN(CCc1ccccn1)Cc1ccc(Cl)cc1,-13%,-9%,i,-3%,7%,-1%,2%,2%
COc1ccc(CNc2cccc(C)n2)c(O)c1,-10%,6%,-15%,2%,-7%,4%,-25%,9%
CC(=O)N/C(=C\c1ccccc1)C(=O)OCC(=O)c1ccccc1,21%,3%,i,3%,-4%,-2%,7%,7%
CC1=CC(c2ccccc2)n2ncnc2N1 (configuration not stated),3%,-3%,i,3%,-1%,2%,-10%,3%
O=S(=O)(c1ccccc1)c1cc(O)ccc1O,-28%,-10%,i,3%,7%,-7%,-15%,9%
CCOc1ccc(S(=O)(=O)NCCC(=O)NCC(c2ccc(OC)cc2)N2CCOCC2)cc1 (configuration not stated),3%,15%,-20%,-5%,-18%,0%,-16%,9%
CN(C)S(=O)(=O)c1ccc(C(=O)OCC(=O)c2ccc3c(c2)NC(=O)CO3)cc1,-7%,8%,-20%,2%,2%,-9%,3%,-3%
CC(=O)c1cnc2nc(SCc3ccccc3)nn2c1C,0%,12%,i,-12%,-11%,-3%,11%,8%
CC(C)(C)C(=O)OCc1ccc(C2=CC(=O)CC(C)(C)C2=O)cc1,0%,-28%,-44%[inhibitor],-1%,20%,-15%,-3%,17%
CCn1cc(C(=O)NCc2cccnc2)c2cc(OC)c(OC)cc2c1=O,8%,1%,i,-2%,-1%,4%,10%,4%
CCOC(=O)c1sc(=S)sc1SCc1cccc(C(F)(F)F)c1,-12%,9%,-10%[57.5 µM],-2%,-15%,-8%,-8%,-1%[15.6 µM]

Reprinted at random: two compounds from above
mol,TDP-43 yeast inh,EPAC1 ag,PTHR1 ag,aSyn yeast inh,FUS suppressor,EPAC2 antag,EPAC1 antag,EPAC2 ag
Cc1ccc(S(=O)(=O)N2CCC(=O)N(CCOC(=O)Nc3cccc(Cl)c3)CC2)cc1,18%,-11%,-19%,1%,?,-20%,-11%,10%
C/C(CCC(C)C)=N\NC(=S)NCc1ccccc1,18%,15%,i,7%,-1%,-24%,-12%,13%

(further entries)
mol,TDP-43 yeast inh,EPAC1 ag,PTHR1 ag,aSyn yeast inh,FUS suppressor,EPAC2 antag,EPAC1 antag,EPAC2 ag
CC(C)OC(=O)CSc1nnc(CNc2nc(-c3ccccc3)cs2)n1C,17%,3%,26%[57.5 µM],7%,13%,6%,-2%,8%
CCc1nnc(NC=C2C(=O)OC(C)(C)OC2=O)s1,-10%,2%,-21%[57.5 µM],0%,10%,-4%,-7%,11%
COc1ccccc1/C=C/C=N/N1CCN(Cc2ccc(Cl)cc2)CC1,-12%,13%,-11%[57.5 µM],6%,8%,-6%,0%,10%
CC(=O)c1sc(NC(=O)c2cccc(N3C(=O)CCC3=O)c2)nc1-c1ccccc1,14%,-6%,-2%,-1%,-4%,15%,-5%,0%
Cc1ccc(S(=O)(=O)c2nnn3c2nc(N2CCOCC2)c2ccccc23)cc1C,2%,7%,-2%,-4%,6%,11%,4%,17%
O=C(Cn1nnc2c(cnn2-c2ccccc2)c1=O)N1CCN(c2ccccc2F)CC1,12%,-3%,-24%,9%,11%,0%,-12%,6%
Cc1cc(C)n2nc(C(=O)Nc3nccs3)nc2n1,-6%,6%,-33%[inhibitor][57.5 µM],-5%,26%,-3%,-1%,9%
O=C(N/N=C/c1ccsc1)c1cc(-c2cccs2)nc2ccccc12,-11%,4%,i,-13%,nt,0%,-7%,10%
Cc1nc2ccccc2c(=O)n1-c1ccc(NS(=O)(=O)c2ccccc2)cc1,0%,-1%,-34%[inhibitor],8%,3%,-4%,13%,-5%
CC(C)CN(C#N)c1nc(N2CCOCC2)nc(N2CCOCC2)n1,13%,2%,i,11%,24%,-2%,4%,0%
CC1CCCC(C)N1S(=O)(=O)c1ccc(NC(=O)CNC2CCCC2)cc1 (configuration not stated),-9%,-2%,i,13%,?,?,1%,-1%
O=C(Nc1ccc(NC(=O)c2ccc(Cl)cc2Cl)cc1)c1ccc2c(c1)OCO2,-15%,3%,-11%,-7%,14%,10%,1%,3%
CC(C)c1ccc(Nc2nc(N3CCOCC3)nc(N3CCOCC3)n2)cc1,?,-17%,i,16%,-19%,8%,8%,8%
COc1ccc(NC(=O)C2CCN(S(=O)(=O)c3ccc(Cl)c(C(F)(F)F)c3)CC2)cn1,2%,-1%,i,0%,-6%,-1%,9%,-2%
O=C(Nc1cccc(Cl)c1N1CCCC1)c1ccc([N+](=O)[O-])o1,-6%,5%,-1%,-7%,-2%,-3%,-1%,4%
CCNC(=O)c1ccc(NC(=O)CC2SC(N3CCCC3)=NC2=O)cc1 (configuration not stated),1%,-1%,i,-7%,-1%,1%,6%,11%
CCOCCCNC(=O)CCc1ccc(S(=O)(=O)Nc2ccc(C)cc2)cc1,10%,9%,-19%,2%,14%,-1%,5%,15%
COC(=O)C(CCCN1C(=O)c2ccccc2C1=O)(NC(C)=O)c1nnn(C)n1 (configuration not stated),9%,4%,i,8%,-7%,-2%,6%,5%
CNC(=O)c1nc[nH]c1C(=O)NC,12%,-2%,-12%[57.5 µM],-1%,-17%,-4%,5%,-1%
N=c1c(C(=O)NCCN2CCOCC2)cc2c(=O)n3ccccc3nc2n1CCc1ccccc1,-17%,-2%,i,-3%,6%,-3%,-4%,5%
CCc1ccc(-c2cc(C)no2)cc1S(=O)(=O)N1CCOc2ccc(C)cc21,2%,8%,-86%[inhibitor],1%,7%,?,-9%,2%
O=C(N/N=C/c1ccccc1[N+](=O)[O-])c1cnccn1,-2%,3%,i,-1%,1%,-13%,-11%,-1%
C[C@@H]1CN([C@H](C)CO)C(=O)c2cc(C#CC3CCCCC3)cnc2O[C@H]1CN(C)Cc1cccnc1,0%,-6%,-24%,?,-10%,-15%,10%,-8%
CC(C)NS(=O)(=O)c1ccc2c(c1)NCC2,12%,3%,i,-7%,-32%,8%,-9%,10%
Cc1ccc(NC(=S)Nc2ccccn2)c(C)c1,?,5%,-16%,-11%,5%,-12%,-29%,10%
COc1cccc(/C=N/NC(=O)Cn2cnc3c2c(=O)n(C)c(=O)n3C)c1,4%,3%,i,1%,-3%,10%,-9%,7%
O=C(COC(=O)c1ccc(O)cc1)Nc1ccc(S(=O)(=O)N2CCOCC2)cc1,-5%,-1%,-10%,-1%,3%,1%,6%,1%
Cc1c(C(=O)N(C)c2ccccc2)oc2c1C(O)CC(C)(C)C2 (configuration not stated),13%,-6%,i,1%,-20%,-11%,-8%,-2%
COCC(=O)Nc1nnc(Cc2ccc(OC)cc2)s1,-3%,4%,-2%[57.5 µM],-1%,-2%,-14%,1%,-7%
C=C1CC(Cn2cc(Br)c(=O)[nH]c2=O)(c2ccc(-c3ccccc3)cc2)OC1=O (configuration not stated),0%,1%,-30%,11%,nt,-10%,?,-4%
COc1cc(/C=C/C(=O)Nc2nc3ccc(S(=O)(=O)NC(C)C)cc3s2)cc(OC)c1OC,-4%,-13%,-18%,0%,nt,-1%,-13%,8%
O=C(C(=O)N1CCN(c2ccc(F)cc2)CC1)N1CCCCC1,-37%[inhibitor][9.22 µM],-3%,2%,-1%,22%,-1%,-23%,10%
CCNC(=O)COc1cccc(C(=O)NCc2ccccc2)c1,-9%,-6%,-11%,-3%,-5%,-3%,-17%,2%
